mIDH1 inhibitor = qHTS for Inhibitors of mutant isocitrate dehydrogenase 1 (IDH1): qHTS; IDH1-R132H enzyme, NADPH consumption, diaphorase/resazurin fluorescence; AID 602179, 2012; Potency, µM (highest dose often 76.6 µM), without a hit: top-dose activity change, negative = inhibition, most hits filed as inhibitors; 390,000 tested, 0.093% active; further: potency means the concentration at half of the fitted maximal effect; on the % scale 0 is the no-effect control and ±100 the full control effect; nearly all actives have a fitted effect of over 65% in size
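IDH1-R132H (0.5 ug/mL) preincubated 30 min with compound, then NADPH (0.016 mM) and alpha-KG (2 mM) added; 80 min at RT, pH 7.5. Remaining NADPH coupled via diaphorase/resazurin to fluorescence (540/590 nm); concentration-response curves normalized to no-enzyme control.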
D2 antagonist = HTS Assay for Allosteric Antagonists of the Human D2 Dopamine Receptor: Primary Screen for Antagonists. D(2) dopamine receptor (Homo sapiens), P14416. HEK293 TREx D2 cells, calcium flux, dopamine EC80. inhibition, % at 10 µM. 340,000 tested, 2% active; in the data active means inhibition above about 30%; further: 0% is about no effect
Target sequence (P14416 whole entry, looked up): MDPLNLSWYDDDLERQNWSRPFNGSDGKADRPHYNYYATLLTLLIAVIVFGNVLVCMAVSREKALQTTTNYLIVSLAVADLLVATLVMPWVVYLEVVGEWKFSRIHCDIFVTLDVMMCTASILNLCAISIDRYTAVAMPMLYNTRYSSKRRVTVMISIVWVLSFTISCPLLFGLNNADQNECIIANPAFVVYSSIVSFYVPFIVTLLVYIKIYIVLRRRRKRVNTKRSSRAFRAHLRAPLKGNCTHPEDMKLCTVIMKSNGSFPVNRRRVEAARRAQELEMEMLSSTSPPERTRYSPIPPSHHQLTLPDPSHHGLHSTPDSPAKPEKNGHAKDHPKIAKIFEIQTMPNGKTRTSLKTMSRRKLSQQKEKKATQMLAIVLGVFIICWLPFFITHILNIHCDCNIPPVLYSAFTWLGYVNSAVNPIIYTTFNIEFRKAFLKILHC
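Inhibition of EC80 dopamine-driven calcium flux, recorded kinetically, defines activity here; cells are a tetracycline-induced HEK293 T-REx line expressing force-coupled D2.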
TrxR1 substrate = qHTS Assay for Substrates of Mammalian Selenoprotein Thioredoxin Reductase 1 (TrxR1): qHTS | 390,000 tested, 0.01% active | Potency, µM (doses to about 114 µM), for inactives: at the top dose activity change, negative = substrate turnover | Thioredoxin reductase 1, cytoplasmic (Rattus norvegicus), O89049 | AID 588456, 2011 | purified TrxR1 substrate turnover, NADPH consumption readout; further: potency means the concentration at half of the fitted maximal effect; on the % scale 0 is the no-effect control and ±100 the full control effect; nearly all actives have a fitted effect of over 50% in size
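Rat TrxR1, dispensed at 90 nM, was prereduced with 400 uM NADPH (final) for 5 min at ~22 deg C, then incubated with compound 15 min before 400 uM selenite. A first-read NADPH fluorescence drop versus no-compound background flagged substrates.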
USP1-UAF1 inh = Inhibitors of USP1/UAF1: Primary Screen; 390,000 tested, 0.23% active; AID 743255, 2014; Potency, µM (top dose mostly 57.1 µM), for inactives: at the top dose activity change, negative = inhibition, usual class: inhibitors; recombinant USP1/UAF1, Ub-Rhodamine cleavage fluorescence; further: potency means the concentration at half of the fitted maximal effect; on the % scale 0 is the no-effect control and ±100 the full control effect; nearly all actives have a fitted effect of over 60% in size; inactives centre near -12
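1 nM enzyme complex + cpd, 15 min RT; start with Ub-Rho 150nM final; kinetic fluorescence ex 480/em 540, 6 reads q60 s. Buffer 50mM HEPES pH 7.8, 0.5mM EDTA, 0.1 mg/ml BSA, 1mM TCEP, 0.01% Tween-20.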
TRHR ag = qHTS for Small Molecule Agonists and Allosteric Enhancers of Human TRH Receptor: Primary Screen for Agonists; activation, % at 2 µM; Thyrotropin-releasing hormone receptor (Homo sapiens), P34981; 360,000 tested, 0.18% active; TRHR cells, calcium flux fluo-8, FDSS agonist mode; in the data active means activation above about 30%; further: 0% is about no effect
Target sequence (P34981 whole entry, looked up): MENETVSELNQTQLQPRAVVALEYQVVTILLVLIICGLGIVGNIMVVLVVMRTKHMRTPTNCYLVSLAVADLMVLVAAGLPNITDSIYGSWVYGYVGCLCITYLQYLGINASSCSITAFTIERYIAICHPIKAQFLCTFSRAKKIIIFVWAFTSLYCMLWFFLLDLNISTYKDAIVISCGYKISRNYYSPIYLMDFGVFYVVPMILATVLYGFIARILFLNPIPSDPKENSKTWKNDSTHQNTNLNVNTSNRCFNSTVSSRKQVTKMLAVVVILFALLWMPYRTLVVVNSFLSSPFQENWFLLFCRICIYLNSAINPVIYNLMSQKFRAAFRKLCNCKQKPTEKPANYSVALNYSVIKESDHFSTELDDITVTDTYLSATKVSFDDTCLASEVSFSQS
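TRHR-expressing cells, plated overnight in medium with 10% serum, were loaded with fluo-8 calcium dye at room temperature. After a 10 s baseline, library compound was pin-added and calcium release was recorded kinetically (ex 480/em 530) as agonist response.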
TRHR PAM = qHTS for Small Molecule Agonists and Allosteric Enhancers of Human TRH Receptor: Primary Screen for Enhancers. Thyrotropin-releasing hormone receptor (Homo sapiens), P34981. TRHR cells, fluo-8 calcium fluorescence, EC20 TRH enhancement. enhancement, % at 2 µM. 360,000 tested, 0.66% active. AID 493056, 2011; in the data active means enhancement above about 30%; further: 0% is about no effect
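TRHR-expressing cells loaded with fluo-8 calcium dye were read kinetically (ex 480/em 530) during compound addition, then stimulated with an EC20 of TRH (10 nM final). Enhancement of the Gq-mediated intracellular calcium response was scored.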
rTrxR1 inhibitor = qHTS Assay for Inhibitors of Mammalian Selenoprotein Thioredoxin Reductase 1 (TrxR1): qHTS; Potency, µM (titrated, usually from 114 µM), for inactives: at the top dose activity change, negative = inhibition, usual class: inhibitors; recombinant rTrxR1, NADPH fluorescence consumption, selenite substrate; Thioredoxin reductase 1, cytoplasmic (Rattus norvegicus), O89049; 390,000 tested, 1% active; further: potency means the concentration at half of the fitted maximal effect; on the % scale 0 is the no-effect control and ±100 the full control effect; nearly all actives have a fitted effect of over 65% in size
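Rat TrxR1 (90 nM in the dispensed reagent) was pre-reduced with 400 uM NADPH for 5 min at room temperature, then incubated with compound for 15 min. After 400 uM selenite was added, NADPH fluorescence (Ex 340/Em 450 nm) was followed for 8 min.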
Pin1 inh = qHTS Assay to Find Inhibitors of Pin1; Potency, µM (series often up to 115 µM), without a hit: at the highest dose activity, negative = inhibition, actives largely listed as inhibitors; Pin1 FP peptide displacement, HiFluor488, 10 min; 390,000 tested, 0.009% active; Peptidyl-prolyl cis-trans isomerase NIMA-interacting 1 (Homo sapiens), Q13526; active means well fitted inhibition curve with a large enough effect in the polarisation, with a control signal flat, not every such curve was filed as active; inconclusive means small, poorly fitted or top-dose-only effect, or effect the other way, or a change in a side signal; inactive means no such curve, though single readings can be large or run the other way; the % refers to the polarisation; further: potency means the concentration at half of the fitted maximal effect; on the % scale 0 is the no-effect control and ±100 the full control effect
Target sequence (Q13526 whole entry, looked up): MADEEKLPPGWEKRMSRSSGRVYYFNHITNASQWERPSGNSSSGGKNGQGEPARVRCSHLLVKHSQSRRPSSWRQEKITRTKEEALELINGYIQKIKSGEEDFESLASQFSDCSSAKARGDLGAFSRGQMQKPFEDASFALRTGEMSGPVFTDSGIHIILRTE
D2 agonist = HTS Assay for Allosteric Agonists of the Human D2 Dopamine Receptor: Primary Screen for Agonists; 340,000 tested, 0.53% active; HEK293 T-REx D2 cells, calcium flux agonist mode; activation, % at 2 µM;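 active means activation over 3 SD above normal in the single-dose calcium agonist read, cut at about 30% in these data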; further: 0% is about no effect
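Agonism is scored from calcium flux in a force-coupled, inducible HEK293 cell line expressing D2, read kinetically for 180 s after compound addition against dopamine controls.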
Starred values were filed as active, the others as inactive; ? = inconclusive; . = not tested or not shown; [ ] = dose if it differs, or a comment. Unless noted, the call rests on the fitted dose curve; in most records, active means well fitted inhibition curve with a large enough effect; inconclusive means small, poorly fitted or top-dose-only effect; inactive means no such curve, though single readings can be large or run the other way. Only part of the results is shown; rates above refer to the full screens.

A first look (3 entries):
1	COc1ccc(CNC(=O)C2CCCN(C(=O)c3cnn(-c4ccc(F)cc4)c3-n3cccc3)C2)cc1 (stereo not given)
2	COc1cc2cc(CN(Cc3cccnc3)C(=O)NCc3ccccc3)c(=O)[nH]c2cc1OC
3	O=C(c1ccco1)N1CCN(CC(O)COc2ccc(Br)cc2)CC1 (stereo not given)
screen / no.	1	2	3
mIDH1 inhibitor	-4%	0%	7%
D2 antagonist	.	29	77*
TrxR1 substrate	3%	57%[activator]	5%
USP1-UAF1 inh	-27%	-10%	-8%
TRHR ag	-0.9	0.1	-1.1
TRHR PAM	-1	3	-2
rTrxR1 inhibitor	10%	-15%	?
Pin1 inh	-6%	-1%	6%
D2 agonist	0.2	0.3	76*

All compounds of this part, previewed entries included:
1	COc1ccc(CNC(=O)C2CCCN(C(=O)c3cnn(-c4ccc(F)cc4)c3-n3cccc3)C2)cc1 (stereo not given)
2	COc1cc2cc(CN(Cc3cccnc3)C(=O)NCc3ccccc3)c(=O)[nH]c2cc1OC
3	O=C(c1ccco1)N1CCN(CC(O)COc2ccc(Br)cc2)CC1 (stereo not given)
4	O=C1NCCN(CC2CCN(CC3CCCC3)CC2)C1=O
5	COc1ccc(C2/C=C\CN(S(=O)(=O)c3ccc(C)cc3)CC(=O)N2Cc2cccc(F)c2)cc1 (stereo not given)
6	Cc1cccc(-n2c(=O)c3c(c4cc(C)ccc4n3C)n(C)c2=O)c1
screen / no.	1	2	3	4	5	6
mIDH1 inhibitor	-4%	0%	7%	6%	0%	-13%
D2 antagonist	.	29	77*	.	.	.
TrxR1 substrate	3%	57%[activator]	5%	-4%	-4%	41%[activator]
USP1-UAF1 inh	-27%	-10%	-8%	-3%	-13%	-1%
TRHR ag	-0.9	0.1	-1.1	.	.	-1.0
TRHR PAM	-1	3	-2	.	.	-12
rTrxR1 inhibitor	10%	-15%	?	5%	10%	13%
Pin1 inh	-6%	-1%	6%	-5%	5%	-1%
D2 agonist	0.2	0.3	76*	.	.	0.0

7	CCCCN1C(=O)N(C)C2NC(=S)NC21 (stereo not given)
8	COc1ccc(NC(=O)CN(C)CC(=O)Nc2ccc3c(c2)CCC3)cc1
9	Cc1ccc(S(=O)(=O)NCCC2=CCCCC2)cc1C(N)=O
10	O=C(N/N=C/c1cc(Cl)ccc1O)c1ccncc1
11	CCn1c(SCC(=O)Nc2ccccc2OC)nnc1-c1cnccn1
12	CC1CCC2C(C1)Nc1c(C(=O)O)cccc1C2(C)C (stereo not given)
screen / no.	7	8	9	10	11	12
mIDH1 inhibitor	3%	-1%	-9%	0%	20%	6%
D2 antagonist	12	-14	-15	6	0	-9
TrxR1 substrate	9%	-1%	0%	-10%	-11%	50%[activator][57.1 µM]
USP1-UAF1 inh	-18%	-23%	-27%	-23%	-6%	-20%
TRHR ag	-0.1	-1.1	-0.2	11	-0.2	-0.4
TRHR PAM	-4	-3	4	-1	-3	-4
rTrxR1 inhibitor	26%	19%	18%	-17%	-10%	12%[57.1 µM]
Pin1 inh	1%	-5%	0%	?	1%	?
D2 agonist	0.6	-1.2	-1.9	11	0.6	-0.9

13	COC(=O)Cc1c(C)nc(SCc2ccccc2)[nH]c1=O
14	CCc1nc(SCC(=O)N2CCOCC2)c2c(=O)n(C)c(=O)n(C)c2n1
15	CN1CCN(C(CNC(=O)C(=O)Nc2ccc3c(c2)OCCO3)c2ccc(F)cc2)CC1 (stereo not given)
16	CCCCC(=O)Nc1cccc(-c2nc3ncccc3o2)c1
17	COc1cc(C)c(C(C)C)cc1S(=O)(=O)NCCCn1ccnc1
18	COc1ccc(N2CCN(CC(O)c3c[nH]c4ccc(OC)cc34)CC2C)cc1 (stereo not given)
screen / no.	13	14	15	16	17	18
mIDH1 inhibitor	-1%	4%	8%	-2%	9%	0%
D2 antagonist	2	-3	1	-16	-5	1
TrxR1 substrate	-1%	6%[57.1 µM]	-3%[57.1 µM]	65%[activator]	4%	4%[57.1 µM]
USP1-UAF1 inh	-21%	-2%	-3%	-13%	-13%	-7%
TRHR ag	0.0	-1.6	0.6	4.1	-0.4	-0.7
TRHR PAM	6	5	-1	13	0	11
rTrxR1 inhibitor	9%	11%[57.1 µM]	-1%[57.1 µM]	23%	10%	10%[57.1 µM]
Pin1 inh	3%	-7%	-14%	0%	3%	-5%
D2 agonist	0.9	-1.0	0.6	1.2	0.2	0.0

19	CCCC(=O)n1nc(-c2ccc(OC)cc2)nc1N
20	COC(=O)c1cnc(N2CCN(c3ccc(F)cc3)CC2)c2ccccc12
21	O=S(=O)(N1CCCCC1)N1CCCN(S(=O)(=O)N2CCCCC2)CC1
22	COc1cc(C)c(/C=C(\C#N)C(=O)Nc2cccc(C)c2)cc1C(C)C
23	Cc1ccc2nc(NC(=O)C(NS(=O)(=O)c3cccc4nsnc34)C(C)C)sc2c1 (stereo not given)
24	CCC(=O)Nc1cccc(NC(=O)CN2CCN(c3ccccc3OC)CC2)c1
screen / no.	19	20	21	22	23	24
mIDH1 inhibitor	0%	-8%	0%	6%	0%	4%
D2 antagonist	16	.	-2	-12	-10	11
TrxR1 substrate	-5%	-2%[57.1 µM]	-8%	5%[57.1 µM]	-5%	-5%
USP1-UAF1 inh	-8%	?	7%	-11%	?	-9%
TRHR ag	0.2	-0.1	0.6	2.6	-0.1	0.2
TRHR PAM	4	9	-2	-5	11	-9
rTrxR1 inhibitor	12%	11%[57.1 µM]	-7%	-9%	10%	-7%
Pin1 inh	6%	3%	6%	4%	8%	-7%
D2 agonist	0.5	-0.1	0.4	-0.5	1.0	0.7

25	CCN(CC(=O)Nc1c(F)cccc1F)C(=O)CSc1ccc(F)cc1
26	COc1cccc2c1ncc1c(-c3ccc(C)cc3)nn(-c3ccc(F)cc3)c12
27	COC(=O)c1sccc1NC(=S)N1CCN(C)CC1
28	COC(=O)c1ccc(C2CC(=O)Nc3cc(OC)c(OC)c(OC)c32)cc1 (stereo not given)
29	CCc1sc(C(=O)Nc2cccc(-n3cnnn3)c2)cc1C
30	C=CCSc1n[nH]c(-c2ccc(OCCCC)cc2)n1
screen / no.	25	26	27	28	29	30
mIDH1 inhibitor	-3%	-9%	-3%	0%	-8%	10%
D2 antagonist	-6	.	2	.	-27	12
TrxR1 substrate	3%[57.1 µM]	3%[57.1 µM]	7%	7%[57.1 µM]	8%	-6%
USP1-UAF1 inh	-19%	-2%	-23%	2%	-24%	-22%
TRHR ag	-0.1	0.9	0.4	0.2	-0.5	0.1
TRHR PAM	-5	-4	5	-7	-11	5
rTrxR1 inhibitor	8%[57.1 µM]	10%[57.1 µM]	13%	14%[57.1 µM]	33%	27%
Pin1 inh	-6%	3%	-2%	10%	-1%	2%
D2 agonist	3.1	1.7	0.0	.	0.9	-0.6

31	O=C(NCc1ccccc1Cl)C1CCN(S(=O)(=O)Cc2ccccc2)CC1
32	CC1=NN(Cc2c(C)nn(Cc3ccccc3)c2C)C(C)(C)C1
33	CN(C)/C=N/c1ncc(C(=O)c2ccc(Cl)cc2)s1
34	COC(=O)c1cn[nH]c1N
35	Cc1noc(C)c1COc1cccc(C(=O)OCC(=O)NC(=O)c2ccc(OC(F)F)cc2)c1
36	N#C/C(=C(\O)Cc1ccccc1)c1nc2ccccc2[nH]1
screen / no.	31	32	33	34	35	36
mIDH1 inhibitor	-2%	2%	0%	1%	-3%	7%
D2 antagonist	.	5	57*	3	-13	-3
TrxR1 substrate	-6%	-2%[57.1 µM]	-5%	4%[57.1 µM]	-8%[57.1 µM]	-9%[57.1 µM]
USP1-UAF1 inh	?	-17%	-19%	-18%	-20%	?
TRHR ag	-0.5	-0.9	0.8	0.7	1.5	-0.3
TRHR PAM	-1	1	-10	6	5	-6
rTrxR1 inhibitor	-5%	13%[57.1 µM]	-8%	7%[57.1 µM]	7%[57.1 µM]	17%[57.1 µM]
Pin1 inh	-4%	-9%	1%	-2%	36%[activator]	-3%
D2 agonist	-0.2	-0.6	0.9	-0.5	1.7	1.5

37	COc1ccccc1NC(=O)C(=O)N/N=C/c1cccs1
38	O=S(=O)(c1ccc(Br)cc1)N1CCCC1
39	COc1ccc(NC(=O)C(NC(C)=O)C(=O)NCc2ccccc2OC)cc1 (stereo not given)
40	CCc1ccc2oc(-c3cc(N)ccc3Cl)nc2c1
41	CC(C)C1Cc2c(C#N)c(N)sc(=S)c2CO1 (stereo not given)
42	CC(C)Cn1c(N)c(-c2nc(C(C)C)c(C(=O)c3ccccc3F)s2)c(=O)n(C)c1=O
43	CC(C)(C)OC(=O)NCc1ccc(NC(=O)c2nc[nH]c2C(=O)N[C@@H](Cc2ccccc2)C(=O)OC(C)(C)C)cc1
screen / no.	37	38	39	40	41	42	43
mIDH1 inhibitor	2%	14%	2%	10%	-3%	.	-13%
D2 antagonist	-2	-4	-10	6	-6	-30	-4
TrxR1 substrate	-8%	-4%	14%	13%	4%[57.1 µM]	.	-6%
USP1-UAF1 inh	-4%	-8%	1%	-6%	-16%	.	-25%
TRHR ag	-1.1	0.0	0.3	0.6	4.2	1.1	1.3
TRHR PAM	4	-5	2	5	24	-2	-6
rTrxR1 inhibitor	-4%	21%	31%	2%	13%[11.4 µM]	.	5%
Pin1 inh	1%	-2%	0%	-11%	?	.	?
D2 agonist	-0.4	1.3	-0.3	0.9	0.7	1.0	0.8

Screening data from PubChem.
